PLC-gamma1 inh = PLC-gamma1 enzyme inhibitors, primary screen, biochemical, fluorescence, purified enzyme; 1-phosphatidylinositol 4,5-bisphosphate phosphodiesterase gamma-1 (Homo sapiens), P19174; fluorogenic substrate; inhibition, % at 12.2 µM; 370,000 tested, 0.84% active; AID 720700, 2013; in the data active = inhibition above about 9.5%
Target sequence (P19174 whole entry, looked up): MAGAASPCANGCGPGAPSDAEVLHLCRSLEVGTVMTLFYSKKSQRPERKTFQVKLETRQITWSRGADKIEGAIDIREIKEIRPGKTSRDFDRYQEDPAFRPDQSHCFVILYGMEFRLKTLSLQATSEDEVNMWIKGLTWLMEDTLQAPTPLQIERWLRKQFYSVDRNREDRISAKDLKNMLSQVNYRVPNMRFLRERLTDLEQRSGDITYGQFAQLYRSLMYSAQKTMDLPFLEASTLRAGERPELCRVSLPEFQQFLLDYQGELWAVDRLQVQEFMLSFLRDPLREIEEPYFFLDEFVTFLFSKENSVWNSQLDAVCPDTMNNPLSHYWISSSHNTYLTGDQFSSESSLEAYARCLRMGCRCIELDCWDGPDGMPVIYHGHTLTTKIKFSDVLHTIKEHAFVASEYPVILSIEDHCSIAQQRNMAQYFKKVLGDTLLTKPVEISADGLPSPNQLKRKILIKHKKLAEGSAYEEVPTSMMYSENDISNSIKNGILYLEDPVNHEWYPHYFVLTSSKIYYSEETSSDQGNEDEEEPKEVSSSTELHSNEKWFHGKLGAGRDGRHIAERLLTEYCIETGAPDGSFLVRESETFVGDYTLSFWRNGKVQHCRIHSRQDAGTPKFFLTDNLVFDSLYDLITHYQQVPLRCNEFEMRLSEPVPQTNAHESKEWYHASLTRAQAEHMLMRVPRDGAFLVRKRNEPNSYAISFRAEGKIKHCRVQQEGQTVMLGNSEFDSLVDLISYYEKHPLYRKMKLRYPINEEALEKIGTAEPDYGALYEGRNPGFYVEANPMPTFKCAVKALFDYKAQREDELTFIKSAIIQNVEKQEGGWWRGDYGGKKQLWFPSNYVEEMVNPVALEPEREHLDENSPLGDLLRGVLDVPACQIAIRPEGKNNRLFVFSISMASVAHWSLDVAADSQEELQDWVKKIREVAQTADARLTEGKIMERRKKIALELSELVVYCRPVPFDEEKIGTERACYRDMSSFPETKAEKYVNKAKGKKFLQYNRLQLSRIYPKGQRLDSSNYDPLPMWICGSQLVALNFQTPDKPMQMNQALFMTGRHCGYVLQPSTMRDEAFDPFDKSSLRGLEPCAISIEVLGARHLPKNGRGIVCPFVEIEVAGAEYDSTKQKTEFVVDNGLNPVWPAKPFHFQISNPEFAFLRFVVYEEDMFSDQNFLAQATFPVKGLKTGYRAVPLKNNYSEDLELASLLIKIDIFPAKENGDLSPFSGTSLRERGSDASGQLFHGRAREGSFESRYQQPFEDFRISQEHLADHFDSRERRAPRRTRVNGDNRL
ARFGAP1 inhibitor = inhibitors of rat ARFGAP1 GAP activity, primary screen, biochemical, fluorescence polarization, GDP tracer; ADP-ribosylation factor GTPase-activating protein 1 (Rattus norvegicus), Q62848; Arfgap1-stimulated ARF1 GTP hydrolysis, GDP FP detection; inhibition, % at 16.5 µM; 360,000 tested, 0.26% active; AID 651572, 2012;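 active = inhibition above a per-plate limit, mean inhibition of low control wells plus 3 SD, cut at about 25% in these data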;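 note: 0% = DMSO wells with enzyme and 100% = wells lacking Arfgap1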
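material = rat Arfgap1 catalytic domain, aa 1-136 | also added = human ARF1(Δ1-17)-GTP substrate | compound dosing = one concentration, 16.5 µM, DMSO 1.26% | times = GTP hydrolysis reaction 2 h at 25 °C | measured by = FP, GDP Alexa 633 tracer displaced from anti-GDP antibody, 620/688 nm | evaluation = percent inhibition of Arfgap1-stimulated GTP hydrolysis | replication = single well per compound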
ADAM10 inh = human ADAM10 inhibitors, primary screen, biochemical, QFRET, HTS; recombinant ADAM10, EDANS/DABCYL FRET peptide cleavage, 3 h; inhibition, % at 7 µM; 370,000 tested, 0.62% active; AID 720582, 2013;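 active = inhibition above a per-campaign cutoff equal to the mean of compounds falling between control-based bounds plus 3 SD, cut at about 20% in these data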;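 note: 0% = DMSO wells while the 100% control is not disclosed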
TDP2 absorb = human TDP2 enzyme inhibitors, primary screen, biochemical, epi absorbance, recombinant enzyme. T5PNP hydrolysis, p-nitrophenol absorbance 415 nm. AID 720702, 2013. inhibition, % at 12.8 µM. 370,000 tested, 0.34% active;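 active = inhibition above the mean of all tested compounds plus 3 SD, set per campaign, cut at about 25% in these data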;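 note: 0% = DMSO with enzyme and 100% = buffer with substrate but no TDP2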
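Test system: Human TDP2 enzyme | Reagent: 5 mM T5PNP | Compound dosing: 12.8 µM single point, 1% DMSO | Incubation: Enzyme reaction with compound for 2 h at 37 °C | Technique: p-Nitrophenol epi absorbance | Read-out: % inhibition relative to enzyme-containing and enzyme-free wells | Benchmarks: High control without enzyme, low control DMSO plus TDP2 | Replicates: Singlicate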
ASAP1 inh = inhibitors of human ASAP1 ArfGAP activity, primary screen, biochemical, fluorescence polarization | 360,000 tested, 0.19% active | Arf-GAP with SH3 domain, ANK repeat and PH domain-containing protein 1 (Homo sapiens), … | inhibition, % at 16.5 µM | ASAP1-stimulated ARF1 GTP hydrolysis, GDP FP detection; in the data active = inhibition above about 25%;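 note: 0% = vehicle with enzyme and substrate and 100% = no enzyme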
LEDGF integ inh = blockers of LEDGF/p75-dependent integrase strand transfer – biochemical, TR-FRET, high throughput, primary screen. TR-FRET IN-LEDGF/p75 DNA integration, Eu/Cy5. inhibition, % at 3.7 µM. 370,000 tested, 0.64% active. AID 743269, 2014;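 active = inhibition above the screen-wide mean plus 3 SD, cut at about 13% in these data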;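 note: signal is the Cy5 over europium emission ratio at 671 and 618 nm; 0% = plate median of compound wells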
DDE Tn7 FP inh = inhibitors of Tn7 peptide binding to fibrin DD(E), primary screen, biochemical, fluorescence polarization, human fibrin, Tn7 probe | Fibrinogen beta chain (Homo sapiens), P02675 | FP displacement of FITC-Tn7 peptide from fibrin DD(E); 0% = median of compound wells per plate | inhibition, % at 8.3 µM | 370,000 tested, 0.13% active;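 active = inhibition above the mean of compounds falling within the control limits plus 3 SD of them, cut at about 14% in these data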;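 note: 0% = plate median of compound wells and 100% = 10 µM Aha-Tn7 peptide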
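System: human fibrin DD(E); quantity: Fibrin-DD(E) at 2 µM final; also added: fluorescent Tn7 probe at 0.1 µM; compound dosing: single nominal test concentration of 8.3 µM per compound; schedule: 10 min preincubation, 3 h with tracer, room temperature; detection: fluorescence polarization of the labelled Tn7 tracer; repeats: one replicate per compound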
ADAM17 inh = ADAM17 inhibitors, primary screen, biochemical, QFRET. recombinant ADAM17, EDANS/DABCYL FRET peptide cleavage. inhibition, % at 6.95 µM. 370,000 tested, 0.83% active. AID 720648, 2013;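 active = inhibition above the mean of compounds lying between control limits plus 3 SD, set per campaign, cut at about 8.5% in these data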;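 note: 0% = DMSO-only wells as the low control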
DDE Tn6 FP inh = inhibitors of Tn6 peptide binding to fibrin DD(E), primary screen, biochemical, fluorescence polarization, human fibrin, Tn6 probe; 370,000 tested, 0.21% active; inhibition, % at 8.3 µM; Fibrinogen beta chain (Homo sapiens), P02675; AID 720509, 2013; Fibrin DD(E) TRITC-Tn6 fluorescence polarization displacement;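 active = inhibition above a per-campaign cutoff: mean of compounds within control limits plus 3 SD, cut at about 15% in these data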;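 note: 0% = median of all compound wells on the plate and 100% = blocking peptide control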
proKLK7 act = proKLK7 zymogen activators, primary screen, biochemical, fluorescence intensity | activation, % at 7 µM | purified proKLK7, EDANS-DABCYL substrate fluorescence; 100% is mature enzyme control, 0% vehicle | 370,000 tested, 0.9% active | Kallikrein-7 (Homo sapiens), P49862;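 active = activation above the mean of all tested compounds plus 3 SD, computed per campaign excluding outliers beyond control limits, cut at about 13% in these data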
The depositor's hits bear a star; i = inactive; x = no result given.

SMILES	PLC-gamma1 inh	ARFGAP1 inhibitor	ADAM10 inh	TDP2 absorb	ASAP1 inh	LEDGF integ inh	DDE Tn7 FP inh	ADAM17 inh	DDE Tn6 FP inh	proKLK7 act
NC(=O)c1nsc(C(=O)N(c2ccccc2)C(C(=O)NCc2ccc(F)cc2)c2ccco2)c1N (configuration not stated)	-37	-11	-87	6	13	-1	4	-29	-10	-3.9
O=c1[nH]c2ccc(S(=O)(=O)N3CCCCC3)cc2o1	0	10	5	2	-4	0	0	-4	-4	0.1
c1ccc(Cc2nnc(N3CCCCC3)c3ccccc23)cc1	-8	0	-10	-11	-12	-3	-1	-3	1	0.5
CC(C)CNC(=O)CC(c1ccccc1)c1ccccc1	2	4	-1	-8	-2	4	2	1	-5	0.0
CCC1CC(/C(C)=N/NC(N)=O)OC1=O (configuration not stated)	-1	1	-4	7	5	0	4	-3	-1	-0.7
Cc1cc(Br)cc(C)c1NC(=S)NC(=O)CC(C)C	2	5	-2	-7	9	1	-5	-3	-3	0.2
Cc1ccc(F)c(S(=O)(=O)NC(=O)C2(C)CCN2C(=O)CCc2cccs2)c1 (configuration not stated)	-2	3	-7	-6	-6	-2	-7	-6	-7	-0.2
COc1cc2c(=O)n(CCC(=O)NCC3CCCO3)c(=O)n(CC(=O)Nc3ccc(C)c(C)c3)c2cc1OC (configuration not stated)	5	-5	-29	-10	-7	3	-9	-10	-2	-0.1
O=C(NC1CCCCC1)C(=O)c1c(-c2ccccc2)[nH]c2ccccc12	4	11	3	0	-3	0	6	0	0	-0.3
C[C@H]1CN([C@@H](C)CO)S(=O)(=O)c2ccc(Br)cc2O[C@H]1CN(C)C(=O)NC1CCCCC1	0	2	-5	2	-4	1	1	0	10	1.4
CCc1ccc(N2C(=O)C3C4CCC(C4=C(C)C)C3C2=O)cc1 (configuration not stated)	2	-3	2	-4	-8	-6	0	1	8	0.0
Cc1cc(C)c(NC(=S)NC(=O)c2ccccc2)cc1C	4	-9	2	3	1	1	3	4	7	0.0
CCCN(CCC)CCCNc1ccc(C(=O)Nc2cccc(OC)c2)cc1[N+](=O)[O-]	2	11	9	-7	0	0	2	3	3	0.5
Cc1cccc(C2NC(=O)c3c(sc(C)c3C)N2)c1O (configuration not stated)	-26	0	0	5	10	0	4	-6	3	-0.4
CC(=O)Cc1nsc(NC(=O)c2ccc(-c3ccc(Cl)c(Cl)c3)o2)n1	-12	-3	-6	-16	1	7	3	-3	0	0.4
O=C(OC1CCOC1=O)c1ccc2ccccc2n1 (configuration not stated)	-3	-10	-8	6	9	-2	-1	-3	1	-0.5
CCCCNCc1cc(Cl)c(OCCC)c(OCC)c1	1	-5	-2	-6	-10	0	0	-5	5	0.4
O=c1cc(O)nc(SCc2ccc(Cl)cc2)[nH]1	0	-13	-4	-5	-11	3	0	-2	3	0.1
O=C(CSc1nc2c(cnn2-c2ccccc2)c(=O)[nH]1)c1ccc(Cl)cc1	0	-13	-4	3	-1	2	3	-4	-3	0.0
COC(=O)c1ccc(Cn2nc(-c3ccccc3)ccc2=O)cc1	-4	4	-9	3	2	-5	-8	-5	-1	0.2
Cc1ccc(C(=O)NCCc2c[nH]c3ccccc23)s1	-3	0	0	12	-11	1	-2	-1	0	0.6
CCC1(c2ccccc2)NC(=O)N(CC(=O)Nc2cc(S(=O)(=O)N3CCCCC3)ccc2OC(C)C)C1=O (configuration not stated)	1	0	12	-12	2	-10	9	1	4	-0.2
O=C1Nc2ccccc2/C1=N\N=C\C1=C(N2CCOCC2)C(=C\c2ccccc2)/CC1	-8	4	-7	13	8	-1	-4	-3	5	0.4
O=c1[nH]c2cc(NCCO)c([N+](=O)[O-])cc2[nH]1	3	5	8	6	-7	3	6	3	8	0.1
Cc1ccc(S(=O)(=O)N2CCN(C(=O)COC(=O)CCOc3cc(C)ccc3C)CC2)c(C)c1	-2	7	0	3	0	1	0	5	9	0.6
Cc1ccc(O)c(C(=O)c2coc(=N)c(C(=O)NC(C)C)c2)c1	-4	8	-12	-7	12	-3	5	-7	4	0.9
CCN1C(=O)C(CC(=O)Nc2ccc(OC)cc2)N(Cc2ccc3c(c2)OCO3)C1=S (configuration not stated)	-11	10	13	6	8	3	-4	0	-6	-1.4
COC(=O)C1=C(C)NC(=S)NC1c1ccc(OC(=O)c2ccco2)cc1 (configuration not stated)	1	-7	-6	-6	2	-1	3	-5	9	0.1
CC(=O)c1cc(Cl)ccc1OC(=O)c1ccco1	1	5	3	6	-6	2	5	-7	-1	-0.3
Cc1ccc(CNS(=O)(=O)c2c(C)n(C)c(=O)n(C)c2=O)cc1	-1	-1	-8	-12	6	-1	0	-6	7	-0.3
C/C(=N\NC(=O)CCC(=O)O)c1c(-c2ccccc2)c2cc(Br)ccc2[nH]c1=O	-1	4	-2	2	3	-1	-3	-6	-5	1.5
C[C@@H](C(=O)NCc1ccc(S(C)(=O)=O)cc1)[C@@H]1C[C@@]1(C)[C@@H](NC(=O)OCc1ccccc1)c1ccccc1	0	-4	6	-2	1	-2	11	1	9	-0.1
CCCc1cc(C(=O)NC2CCCCC2)no1	1	-1	-5	3	-8	3	-8	0	-5	-1.3
Cc1ccc(NC(=O)CNc2cccc(S(=O)(=O)N3CCCC3)c2)cc1F	6	-4	4	6	5	1	-1	4	2	-0.2
Cc1ccccc1N=Cc1cc2c(cc1O)OC(N)=C(C#N)C2c1ccccc1 (configuration not stated)	-52	-8	-52	7	3	19*	-3	-16	-6	-25
Nc1nc(COc2ccc3ccccc3c2)cs1	0	3	8	-5	-2	4	-4	2	3	-0.1
N#Cc1ccc(C23CC4(C2)[C@H](CN(Cc2cccnc2)[C@@H]4c2ccccc2)C3c2ccccc2)cc1 (some centres not stated)	1	-3	0	2	-3	-2	8	0	-11	0.5
O=C(COC(=O)[C@@H]1CCCN1C(=O)c1cccs1)Nc1cccc([N+](=O)[O-])c1	6	-8	-9	-12	-6	6	-8	2	-2	0.0
O=C(c1cccc2nc3ccccc3nc12)N1CCOCC1	1	-9	-3	5	-7	0	-7	1	-2	-0.1
COC(=O)CC(NC(=O)c1cccs1)c1ccc(OC)c(OC)c1 (configuration not stated)	4	-4	-4	5	-6	-4	-8	-3	-7	-0.4
CCn1cc(C(=O)Nc2ncccc2O)c(=O)c2cc(F)c(N3CCN(C(=O)c4ccco4)CC3)cc21	-36	4	-94	28*	5	2	3	-33	5	1.6
Cc1ccc(/C(N)=N/OC(=O)c2ccco2)cc1	5	0	1	3	-9	2	-10	1	5	0.6
CCOC(=O)c1c(C)nc2sc3c(c2c1-c1ccc(OC)cc1)NC(c1ccc(OC)cc1)NC3=O (configuration not stated)	-4	-8	-14	-3	-2	2	0	0	-15	-0.3
COC(=O)[C@H]1C[C@@]2(n3ccc4ccccc43)c3ccccc3N(S(=O)(=O)c3ccccc3)[C@H]2N1C(=O)CNC1CCCCC1	2	x	-1	4	x	0	-3	-1	-10	0.2
N#C/C(=C\c1ccc(N2CCOCC2)o1)c1ccccc1	-29	3	-20	7	-7	5	4	-10	1	0.1
O=C(COC(=O)c1nn(-c2ccccc2C(F)(F)F)cc1O)c1ccc(OC(F)F)cc1	1	7	0	-4	4	-2	3	-2	-4	0.0
COC(=O)c1sc2ccccc2c1N	-201	-5	i	4	-6	-2	-3	-462	-1	-0.8
CC1=CC(C)C(=O)N(C)C(C)=C1 (configuration not stated)	-2	10	2	2	4	1	-5	-3	4	-0.7
O=C(CN1C(=O)CSc2ccccc21)N/N=C/c1ccco1	0	-8	6	-9	11	4	-2	-4	10	0.9
O=S(=O)(NNc1ccc(Cl)nn1)c1ccc(F)cc1	1	6	6	-11	-7	3	-9	1	2	-0.2
CC(=O)c1cc2c(cc1NS(=O)(=O)c1cccc(C(=O)O)c1)OCO2	-4	7	-14	5	-3	-1	3	-3	-3	0.6
Cc1cc(C)c(C#N)c(SCc2nnc(-c3ccccc3)o2)n1	-160	-8	-103	16	3	0	6	-37	-7	-1.6
Cc1cc(NC(=O)CSc2cc(C)c3ccccc3n2)no1	0	-5	-8	-11	0	-1	3	-5	6	-0.1
O=C(O)c1ccc(CNCc2ccc(Cl)cc2)cc1	-1	-1	9	-12	-9	-9	7	-2	4	-0.7
Cc1cc(Cl)ccc1OCC(=O)N/N=C/c1ccc(OC2OC(CO)C(O)C(O)C2O)cc1 (configuration not stated)	1	6	3	-11	-7	3	-2	-2	3	0.6

Among those listed so far, these contain an aryl thioether with sulfur outside any ring:
SMILES	PLC-gamma1 inh	ARFGAP1 inhibitor	ADAM10 inh	TDP2 absorb	ASAP1 inh	LEDGF integ inh	DDE Tn7 FP inh	ADAM17 inh	DDE Tn6 FP inh	proKLK7 act
O=c1cc(O)nc(SCc2ccc(Cl)cc2)[nH]1	0	-13	-4	-5	-11	3	0	-2	3	0.1
O=C(CSc1nc2c(cnn2-c2ccccc2)c(=O)[nH]1)c1ccc(Cl)cc1	0	-13	-4	3	-1	2	3	-4	-3	0.0
Cc1cc(C)c(C#N)c(SCc2nnc(-c3ccccc3)o2)n1	-160	-8	-103	16	3	0	6	-37	-7	-1.6
Cc1cc(NC(=O)CSc2cc(C)c3ccccc3n2)no1	0	-5	-8	-11	0	-1	3	-5	6	-0.1

Compound activity deposited in PubChem by The Scripps Research Institute Molecular Screening Center.
